MPTP block: permeability transition pore inhibition; hit rate 1.4% among 360,000; isolated mouse mitochondria, Ca2+ swelling absorbance, 30 min; inhibition, % at 10 µM;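 active = inhibition of 50% or more, scaled per plate between neutral and stimulator controls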;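 also: 0% = DMSO wells given calcium and 100% = 1 mM EGTA wells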
SENP7 inh: SENP7 protease inhibition | hit rate 1.5% among 330,000 | inhibition, % at 5 µM | recombinant SENP7, Z-RLRGG-aminoluciferin luminescence, 40 min | AID 434973;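 active = inhibition above about 50% at the single test dose, limit read from the data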;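 also: plate controls were DMSO with enzyme for no effect and no enzyme buffer wells for full effect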
SENP8 inh: blocks human SENP8 cleavage of Nedd8 substrate; hit rate 0.64% among 360,000; inhibition, % at 20 µM; AID 602440; recombinant SENP8, Nedd8 substrate fluorescence; in the data active = inhibition mostly above about 40%, no sharp cut-off; inactive = mostly below about 27%
Target sequence (Q96LD8 whole entry, looked up): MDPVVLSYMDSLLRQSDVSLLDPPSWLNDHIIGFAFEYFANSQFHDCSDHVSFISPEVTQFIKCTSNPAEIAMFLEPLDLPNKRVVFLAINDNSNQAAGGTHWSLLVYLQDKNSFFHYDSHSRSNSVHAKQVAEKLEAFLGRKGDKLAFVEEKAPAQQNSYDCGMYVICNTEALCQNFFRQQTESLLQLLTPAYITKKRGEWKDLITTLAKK
SENP6 block: inhibitors of human SENP6 protease | Q9GZR1 | Recombinant SENP6 catalytic domain, aminoluciferin luminescence | inhibition, % at 10 µM | hit rate 1.8% among 330,000 | AID 2599;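 active = inhibition above about 50% at the single tested dose, limit read from the data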;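 also: plate controls were DMSO wells with enzyme for no effect and DMSO wells lacking enzyme for full effect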
NR3A LBD binder: modulators (binders) of human NR3A ligand-binding domain. NR3A LBD differential scanning fluorimetry, Tm shift; 0% = protein alone, 100% = glycine-bound protein. Tm shift relative to glycine control, % at 25 µM. hit rate 2.5% among 340,000. AID 1259313;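 active = melting temperature shift of at least 10% of the positive control shift, at one fixed dose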
PfG6PD inh: PfG6PD (Plasmodium falciparum) enzyme inhibition; PfGluPho enzyme, NADPH resazurin-diaphorase fluorescence; inhibition, % at 20 µM; hit rate 0.78% among 350,000;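 active = inhibition reaching at least a set limit at 20 µM in the primary screen, cut at about 59% in these data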;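 also: 0% = DMSO wells with substrate and 100% = DMSO wells lacking glucose-6-phosphate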
ATG4B inh: blocks human ATG4B protease cleavage of LC3 substrate | ATG4B cleavage of LC3-PLA2, NBD-HPC fluorescence, 1 h | inhibition, % at 8.33 µM | hit rate 0.51% among 340,000; in the data active = inhibition above about 40%
HKDC1 inhibitor: blocks human hexokinase HKDC1 activity | recombinant HKDC1, G6PDH/diaphorase resazurin coupled fluorescence | inhibition, % at 20 µM | hit rate 0.16% among 340,000 | Q2TB90;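 active = inhibition above about 35% when tested at 20 µM, limit read from the data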;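 also: plate controls were DMSO wells with enzyme for no effect and DMSO wells lacking enzyme for full effect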
Target sequence (Q2TB90 whole entry, looked up): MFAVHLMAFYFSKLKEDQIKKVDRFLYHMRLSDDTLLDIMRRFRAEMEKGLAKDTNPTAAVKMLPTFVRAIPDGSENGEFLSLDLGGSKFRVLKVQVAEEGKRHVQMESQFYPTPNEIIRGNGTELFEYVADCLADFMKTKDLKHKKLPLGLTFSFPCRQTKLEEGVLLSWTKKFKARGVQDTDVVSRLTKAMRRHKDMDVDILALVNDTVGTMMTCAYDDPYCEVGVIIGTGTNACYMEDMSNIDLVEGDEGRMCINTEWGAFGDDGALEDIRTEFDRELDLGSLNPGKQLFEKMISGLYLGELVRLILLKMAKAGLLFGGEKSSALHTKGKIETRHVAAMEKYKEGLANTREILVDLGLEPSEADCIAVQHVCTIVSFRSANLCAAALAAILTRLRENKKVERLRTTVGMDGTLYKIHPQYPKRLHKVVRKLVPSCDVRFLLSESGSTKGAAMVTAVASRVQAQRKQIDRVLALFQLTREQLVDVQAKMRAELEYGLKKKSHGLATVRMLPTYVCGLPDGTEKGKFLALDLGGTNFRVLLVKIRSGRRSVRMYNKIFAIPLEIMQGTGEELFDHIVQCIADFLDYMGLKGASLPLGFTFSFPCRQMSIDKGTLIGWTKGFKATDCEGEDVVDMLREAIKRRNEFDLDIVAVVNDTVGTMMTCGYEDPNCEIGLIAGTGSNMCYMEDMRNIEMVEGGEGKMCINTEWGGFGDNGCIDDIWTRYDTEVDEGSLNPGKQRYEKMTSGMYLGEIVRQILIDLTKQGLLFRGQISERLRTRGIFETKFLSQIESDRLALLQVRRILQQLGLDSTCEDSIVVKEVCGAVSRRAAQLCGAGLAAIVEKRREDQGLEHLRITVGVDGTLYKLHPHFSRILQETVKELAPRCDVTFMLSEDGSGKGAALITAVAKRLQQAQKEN
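Test system: recombinant HKDC1 (HK5) hexokinase enzyme, produced in-house / Doses: 20 µM test compound, 1% DMSO / Timing: 90 min, room temperature / Detection: G6PDH/diaphorase-coupled fluorescence, 1 mM NADP, 100 µM resazurin, 525/613 nm / Control set: DMSO wells with and without enzyme mix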
* hit, by the source's call; & = joins results of further samples. Hits appear at their usual frequency; 6.9% or so of the library scored in one or more.

`O=C(Nc1ccc2c(c1)C(=O)OC2)c1ccc(Cl)cc1` gave MPTP block -2.1, SENP7 inh 7, SENP8 inh 4, SENP6 block 2, NR3A LBD binder -16, PfG6PD inh 18, ATG4B inh -4 and HKDC1 inhibitor 1.
`Cc1ccc(/C=C/C(=O)N2CC(=O)Nc3ccccc32)o1` gave MPTP block -0.4, SENP7 inh -2, SENP8 inh -4, SENP6 block 2, NR3A LBD binder -3, PfG6PD inh 72*, ATG4B inh -8 and HKDC1 inhibitor 0.
`Cc1ccc(N(Cc2ccc([N+](=O)[O-])cc2)C(=O)c2ccco2)cc1` gave MPTP block 1.6, SENP7 inh -7, SENP8 inh 19, SENP6 block -2, NR3A LBD binder 1, PfG6PD inh -11, ATG4B inh 12 and HKDC1 inhibitor -2.
`CCn1cc(Cl)c(C(=O)Nc2cc(C(=O)OC)cc(C(=O)OC)c2)n1` gave MPTP block -0.1, SENP7 inh 2, SENP8 inh 20, SENP6 block 1, NR3A LBD binder -1, PfG6PD inh 13, ATG4B inh -2 and HKDC1 inhibitor -4.
For CCCCN1C(=O)C2ON(c3ccccc3C)C(c3ccco3)C2C1=O (stereo not drawn) the results were MPTP block 1.7, SENP7 inh -1, SENP8 inh 6, SENP6 block -18, NR3A LBD binder 3, PfG6PD inh 73*, ATG4B inh -12 and HKDC1 inhibitor 3.
C=CCN(C(=O)Nc1ccc(Cl)cc1)C1CC(=O)N(c2ccc(OC)cc2)C1=O (stereo not drawn) was read as MPTP block -0.4, SENP7 inh 2, SENP8 inh 19, SENP6 block -9, NR3A LBD binder 1, PfG6PD inh 4, ATG4B inh 3 and HKDC1 inhibitor -4.
Screening O=S(=O)(NC1=NCCC1)c1cccc(NS(=O)(=O)c2ccc(F)c(Cl)c2)c1 returned MPTP block -0.1, SENP7 inh -1, SENP8 inh -6, SENP6 block -11, NR3A LBD binder 0, PfG6PD inh 0, ATG4B inh -4 and HKDC1 inhibitor -6.
For Clc1ccc(Nc2ncnc3ccc(Br)cc23)cc1 the results were MPTP block 87*, SENP7 inh -2, SENP8 inh -105, SENP6 block -30, NR3A LBD binder 6, PfG6PD inh 10, ATG4B inh -2 and HKDC1 inhibitor 0.
`CC(=O)c1cccc(NC(=O)C(OC(=O)c2cccs2)c2ccccc2)c1` (stereo not drawn) gave MPTP block 1.7, SENP7 inh -7, SENP8 inh 4, SENP6 block 2, NR3A LBD binder -8, PfG6PD inh 14, ATG4B inh -21 and HKDC1 inhibitor 18.
For COc1ccc(CN2CCN(CCCCOc3ccc(Cl)cc3)CC2)c(OC)c1OC the results were MPTP block 66*, SENP7 inh -4, SENP8 inh 15, SENP6 block -9, NR3A LBD binder -1, PfG6PD inh 19, ATG4B inh 7 and HKDC1 inhibitor 0.
O=c1onc(-c2cccnc2)n1-c1ccccc1F was read as MPTP block 1.6, SENP7 inh 4, SENP8 inh 20, SENP6 block 6, NR3A LBD binder -1, PfG6PD inh 9, ATG4B inh -7 and HKDC1 inhibitor -7.
Cc1ccc(C)c(S(=O)(=O)N2CCN(C(=O)CCC(=O)c3cc(C)sc3C)CC2)c1 was read as MPTP block -0.6, SENP7 inh -2, SENP8 inh 2, SENP6 block -8, NR3A LBD binder 1, PfG6PD inh 15, ATG4B inh -1 and HKDC1 inhibitor -2.
`CCOC(=O)/C=C/C(=O)Nc1nccs1` gave MPTP block -0.1, SENP7 inh 6, SENP8 inh 12, SENP6 block -6, NR3A LBD binder -2, PfG6PD inh -2, ATG4B inh 3 and HKDC1 inhibitor -15.
`Cc1ccc2nc(NC(=O)CSc3ncnc4c3oc3ccccc34)sc2c1` gave MPTP block 1.9, SENP7 inh -7, SENP8 inh -5, SENP6 block 6, NR3A LBD binder 0, PfG6PD inh -12, ATG4B inh -2 and HKDC1 inhibitor -4.
`C=C(C)CNC(=S)N=Nc1c(O)[nH]c2ccc([N+](=O)[O-])cc12` gave MPTP block 6.0, SENP7 inh 1, SENP8 inh 24, SENP6 block 8, NR3A LBD binder 25*, PfG6PD inh 13, ATG4B inh -12 and HKDC1 inhibitor 6.
Screening CC(C)C(=O)N=c1sc2cc(F)cc(F)c2n1C returned MPTP block 0.0, SENP7 inh -3, SENP8 inh 12, SENP6 block -2, NR3A LBD binder 0, PfG6PD inh -17, ATG4B inh 1 and HKDC1 inhibitor -1.
`CN(C)C(=O)c1c2c(nc3ccccc13)-c1ccccc1CC2` gave MPTP block -0.2, SENP7 inh 1, SENP8 inh -45, SENP6 block 1, NR3A LBD binder 2, PfG6PD inh -24, ATG4B inh 1 and HKDC1 inhibitor -22.
CC1(C)CC2(C)OCCN2C(=S)N1 (stereo not drawn) was read as MPTP block -1.3&1.4, SENP7 inh -3, SENP8 inh 15&0, SENP6 block 8, NR3A LBD binder 0, PfG6PD inh -1&1, ATG4B inh 9 and HKDC1 inhibitor -2.
`O=C(c1cc(=O)c2ccccc2o1)N1CCN(c2ccccc2)CC1` gave MPTP block 1.3, SENP7 inh -5, SENP8 inh 10, SENP6 block -2, NR3A LBD binder -3, PfG6PD inh 14, ATG4B inh -5 and HKDC1 inhibitor -6.
For N#CC1=C(N)Oc2n[nH]c(-c3cccs3)c2C1C1CCCCC1 (stereo not drawn) the results were MPTP block 1.8, SENP7 inh 5, SENP8 inh 1, SENP6 block -8, NR3A LBD binder -21, PfG6PD inh 15, ATG4B inh -3 and HKDC1 inhibitor 11.
Screening C#CCOCCOCCOCCNc1nc(N2CCOCC2)nc(N2CCN(C(=O)Cn3cc(CC(C)O)nn3)CC2)n1 (stereo not drawn) returned MPTP block -0.1, SENP7 inh -7, SENP8 inh 10, SENP6 block -11, NR3A LBD binder -2, PfG6PD inh -10, ATG4B inh 5 and HKDC1 inhibitor -5.
Screening CC1CCC(NC(=O)c2cc(S(=O)(=O)N3CCCCC3)ccc2N2CCOCC2)CC1 (stereo not drawn) returned MPTP block -1.6, SENP7 inh 5, SENP8 inh -20, SENP6 block -8, NR3A LBD binder 1, PfG6PD inh 1, ATG4B inh -9 and HKDC1 inhibitor 1.
`Nc1cccc2c(=O)c3ccccc3[nH]c12` gave MPTP block 3.2, SENP7 inh -9, SENP8 inh -13, SENP6 block -1, NR3A LBD binder 2, PfG6PD inh 32, ATG4B inh -12 and HKDC1 inhibitor 4.
`CC(C)N(Cc1cc2ccccc2[nH]c1=O)C(=O)c1ccco1` gave MPTP block 0.7, SENP7 inh -6, SENP8 inh -32, SENP6 block 3, NR3A LBD binder 1, PfG6PD inh -4, ATG4B inh 2 and HKDC1 inhibitor 15.
CCOC(=S)SCC(=O)Nc1ncc(C)s1 was read as MPTP block 3.4, SENP7 inh 8, SENP8 inh 2, SENP6 block -6, NR3A LBD binder 1, PfG6PD inh 33, ATG4B inh 1 and HKDC1 inhibitor 8.
`COc1cc(OC)cc(C(=O)N2CCN(C3CCCCC3)CC2)c1` gave MPTP block -0.7, SENP7 inh -10, SENP8 inh 2, SENP6 block -28, NR3A LBD binder 2, PfG6PD inh -3, ATG4B inh -4 and HKDC1 inhibitor -2.
Screening CCN(CC)S(=O)(=O)c1ccc(OC(C)C)nc1 returned MPTP block 0.5, SENP7 inh 1, SENP8 inh 5, SENP6 block -3, NR3A LBD binder -2, PfG6PD inh -4, ATG4B inh -1 and HKDC1 inhibitor -1.
For O=C(COc1ccc(Br)cc1)Nc1ccc(NC(=O)c2ccccc2)cc1 the results were MPTP block 1.9, SENP7 inh -1, SENP8 inh 6, SENP6 block -11, NR3A LBD binder 0, PfG6PD inh -24, ATG4B inh -1 and HKDC1 inhibitor 5.
Screening CC1CCN(C(=O)CSC2=NS(=O)(=O)c3cc(F)ccc3N2)CC1 returned MPTP block 1.5, SENP7 inh 4, SENP8 inh 6, SENP6 block 4, NR3A LBD binder -2, PfG6PD inh -5, ATG4B inh 2 and HKDC1 inhibitor 0.
Screening COc1cc2cc(CN(CCc3ccccc3C)C(=S)NCCCN3CCOCC3)c(=O)[nH]c2cc1OC returned MPTP block 0.6, SENP7 inh -7, SENP8 inh -415, SENP6 block -12, NR3A LBD binder -2, PfG6PD inh 13, ATG4B inh -13 and HKDC1 inhibitor 4.
For O=C1C(Cl)=C(O)C2(Cl)C(Cl)=C(Cl)C12Cl (stereo not drawn) the results were MPTP block -0.3, SENP8 inh 13, NR3A LBD binder -5, PfG6PD inh 5, ATG4B inh -4 and HKDC1 inhibitor -3.
`COc1ccc(C(=O)Nc2nnc(Cc3ccc(OC)c(OC)c3)s2)cc1` gave MPTP block 6.1, SENP7 inh -20, SENP8 inh 23, SENP6 block 1, NR3A LBD binder 6, PfG6PD inh -1, ATG4B inh -4 and HKDC1 inhibitor -5.
For O=C(NS(=O)(=O)Nc1ccccn1)c1c[nH]c2ccccc12 the results were MPTP block -0.2, SENP7 inh -2, SENP8 inh -3, SENP6 block 12, NR3A LBD binder 2, PfG6PD inh 1, ATG4B inh 4 and HKDC1 inhibitor -6.
Cc1cc(NC(=O)CCC(=O)N(Cc2ccco2)C(C(=O)NCC2CCCO2)c2ccncc2)no1 (stereo not drawn) was read as MPTP block -0.6, SENP7 inh 11, SENP8 inh 8, SENP6 block 5, NR3A LBD binder -3, PfG6PD inh -11, ATG4B inh -3 and HKDC1 inhibitor -2.
For COc1ccc2nc(C)cc(SCC(=O)OC(C)C)c2c1 the results were MPTP block -0.5, SENP7 inh 9, SENP8 inh -14, SENP6 block -22, NR3A LBD binder -2, PfG6PD inh 4, ATG4B inh -7 and HKDC1 inhibitor 3.
COc1ccccc1N(C)S(=O)(=O)c1ccc(C(=O)Nc2ccc(N3CCOCC3)cc2)cc1 was read as MPTP block -0.5, SENP7 inh 0, SENP8 inh 28, SENP6 block -14, NR3A LBD binder 1, PfG6PD inh 7, ATG4B inh 0 and HKDC1 inhibitor 4.
For COc1ccc(CCN(C)Cc2c(O)ccc3cc(Br)ccc23)cc1OC the results were MPTP block 0.3, SENP7 inh 2, SENP8 inh -8, SENP6 block -14, NR3A LBD binder -6, PfG6PD inh 18, ATG4B inh -2 and HKDC1 inhibitor 7.
For O=C(Cn1cncn1)N/N=C/c1cc([N+](=O)[O-])ccc1O the results were MPTP block 1.2, SENP7 inh 4, SENP8 inh 32, SENP6 block -21, NR3A LBD binder -1, PfG6PD inh 33, ATG4B inh -7 and HKDC1 inhibitor -14.
For CN(C(=O)COC(=O)CCCN1C(=O)c2cccc3cccc(c23)C1=O)C1CCS(=O)(=O)C1 (stereo not drawn) the results were MPTP block 0.6, SENP7 inh -6, SENP8 inh -425, SENP6 block -2, NR3A LBD binder -1, PfG6PD inh 8, ATG4B inh -10 and HKDC1 inhibitor 0.
Screening CCN(CC)CCCNc1cc(C)nc2cc(-c3cccs3)nn12 returned MPTP block -1.9, SENP7 inh 1, SENP8 inh -210, SENP6 block -12, NR3A LBD binder -1, PfG6PD inh -5, ATG4B inh 6 and HKDC1 inhibitor -4.
Screening O=C(NCC(c1ccco1)N1CCN(c2ccc(F)cc2)CC1)c1cccs1 (stereo not drawn) returned MPTP block -2.7, SENP7 inh -9, SENP8 inh 8, SENP6 block -9, NR3A LBD binder -1, PfG6PD inh 6, ATG4B inh -7 and HKDC1 inhibitor -1.
Screening Cc1onc(-c2c(Cl)cccc2Cl)c1C(=O)N=C(N)N1CC(C)OC(C)C1 (stereo not drawn) returned MPTP block 3.9, SENP7 inh -2, SENP8 inh 20, SENP6 block -9, NR3A LBD binder 2, PfG6PD inh 3, ATG4B inh 3 and HKDC1 inhibitor -3.

Ordered by length of the SMILES (ascending): 3 of the compounds above.
Screening CCN(CC)CCCNc1cc(C)nc2cc(-c3cccs3)nn12 returned MPTP block -1.9, SENP7 inh 1, SENP8 inh -210, SENP6 block -12, NR3A LBD binder -1, PfG6PD inh -5, ATG4B inh 6 and HKDC1 inhibitor -4.
`CC(C)N(Cc1cc2ccccc2[nH]c1=O)C(=O)c1ccco1` gave MPTP block 0.7, SENP7 inh -6, SENP8 inh -32, SENP6 block 3, NR3A LBD binder 1, PfG6PD inh -4, ATG4B inh 2 and HKDC1 inhibitor 15.
Screening Cc1onc(-c2c(Cl)cccc2Cl)c1C(=O)N=C(N)N1CC(C)OC(C)C1 (stereo not drawn) returned MPTP block 3.9, SENP7 inh -2, SENP8 inh 20, SENP6 block -9, NR3A LBD binder 2, PfG6PD inh 3, ATG4B inh 3 and HKDC1 inhibitor -3.

Screening data from PubChem BioAssay.
